Bioassay records deposited in PubChem by The Scripps Research Institute Molecular Screening Center.
sPLA2-III inh: Inhibits HGIII-sPLA2 liposome hydrolysis, primary screen. Q9NZ20. QFRET BODIPY PC-A2 liposome hydrolysis, fluorescence. inhibition, % at 12.2 µM. 370,000 tested, 0.56% active;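 active = inhibition above mean plus 3 SD of compounds lying within the high and low control bounds, cut at about 19% in these data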;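 note: 0% = median of test compound wells and 100% = no enzyme DMSO wells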
GAA850 FXN act: activators of GAA850 frataxin (FXN) promoter; HEK293 lucGAA850 FXN promoter luciferase reporter, 24 h; percent of 10 µM SAHA response; activation, % at 6 µM; 360,000 tested, 0.56% active; AID 540364;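 active = activation above the average of all compounds screened plus 3 SD, cutoff fixed separately per campaign, cut at about 7.5% in these data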;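 note: 0% = DMSO wells and 100% = 10 µM SAHA wells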
ssDAF-12 act: S. stercoralis DAF-12 activation, primary screen; AID 652126; activation, % at 6.8 µM; 370,000 tested, 1% active; HEK293 ssDAF-12/GRIP1 lit1-tk-luc reporter, luminescence; % of 3 µM dafachronic acid response;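 active = activation above the mean over all tested compounds plus 3 SD, cut at about 0.9% in these data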;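 note: 0% = DMSO-only wells and 100% = 3 µM delta7-dafachronic acid wells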
PLCg1 inh: blocks human PLC-gamma1 enzyme activity | P19174 | inhibition, % at 12.2 µM | purified PLC-gamma1, fluorogenic substrate, fluorescence | 370,000 tested, 0.84% active; in the data active = inhibition above about 9.5%
Target sequence (P19174 whole entry, looked up): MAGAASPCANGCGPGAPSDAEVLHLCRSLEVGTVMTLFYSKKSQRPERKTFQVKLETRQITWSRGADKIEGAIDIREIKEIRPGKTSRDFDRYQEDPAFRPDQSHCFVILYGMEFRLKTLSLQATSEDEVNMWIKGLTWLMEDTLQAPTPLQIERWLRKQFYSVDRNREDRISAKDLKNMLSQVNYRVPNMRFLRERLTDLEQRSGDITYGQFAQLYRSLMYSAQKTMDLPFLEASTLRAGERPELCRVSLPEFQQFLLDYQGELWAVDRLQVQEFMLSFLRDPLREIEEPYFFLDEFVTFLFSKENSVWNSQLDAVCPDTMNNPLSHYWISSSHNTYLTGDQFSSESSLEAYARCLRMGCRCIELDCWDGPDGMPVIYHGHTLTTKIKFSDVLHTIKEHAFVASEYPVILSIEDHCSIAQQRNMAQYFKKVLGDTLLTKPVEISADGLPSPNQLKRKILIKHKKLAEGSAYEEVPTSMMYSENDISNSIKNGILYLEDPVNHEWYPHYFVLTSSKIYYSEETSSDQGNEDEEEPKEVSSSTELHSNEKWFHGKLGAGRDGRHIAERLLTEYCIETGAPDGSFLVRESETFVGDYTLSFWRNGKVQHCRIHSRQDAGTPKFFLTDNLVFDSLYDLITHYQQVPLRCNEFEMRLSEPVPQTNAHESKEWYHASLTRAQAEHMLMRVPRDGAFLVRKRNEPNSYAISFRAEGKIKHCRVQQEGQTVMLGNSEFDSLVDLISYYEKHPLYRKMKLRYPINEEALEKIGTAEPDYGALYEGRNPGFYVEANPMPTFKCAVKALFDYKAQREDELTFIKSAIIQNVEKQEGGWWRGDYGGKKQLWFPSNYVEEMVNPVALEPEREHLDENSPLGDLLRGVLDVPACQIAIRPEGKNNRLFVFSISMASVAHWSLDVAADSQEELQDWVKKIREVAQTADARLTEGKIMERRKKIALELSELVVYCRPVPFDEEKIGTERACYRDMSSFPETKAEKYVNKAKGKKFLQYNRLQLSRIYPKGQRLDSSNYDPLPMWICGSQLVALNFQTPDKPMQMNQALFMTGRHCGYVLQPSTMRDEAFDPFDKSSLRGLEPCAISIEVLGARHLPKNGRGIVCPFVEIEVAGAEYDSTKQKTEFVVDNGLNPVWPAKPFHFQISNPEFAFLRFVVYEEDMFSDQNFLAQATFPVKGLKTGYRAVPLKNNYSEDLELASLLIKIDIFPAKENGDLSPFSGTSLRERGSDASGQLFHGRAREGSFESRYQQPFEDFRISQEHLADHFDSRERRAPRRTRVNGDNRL
DAX1 inh-1: inhibits human nuclear receptor DAX1; 340,000 tested, 0.99% active; P51843; AID 504766; HEK293 Gal4-DAX1 luciferase reporter, luminescence; inhibition, % at 6.75 µM;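 active = inhibition above the mean over all tested compounds plus 3 SD, cut at about 4.2% in these data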;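 note: 0% = DAX1-transfected cells with DMSO and 100% = empty-vector control cells with DMSO; inhibition shows as a rise in luminescence from relieved DAX1 repression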
hcDAF-12 act: activators of H. contortus DAF-12 nuclear receptor; activation, % at 6.8 µM; HEK293 hcDAF-12 lit1-tk-luc reporter, luminescence; 0% DMSO, 100% Δ7-dafachronic acid; 370,000 tested, 1.4% active;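 active = activation above the mean of all tested compounds plus 3 SD, cut at about 5.5% in these data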;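 note: 100% = response to 3 µM Δ7-dafachronic acid high control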
hgDAF12 agonist: hgDAF-12 agonism, primary luciferase screen | HEK293 GAL4-hgDAF12 UAS-luciferase reporter, agonist luminescence; normalized to butyrate control | activation, % at 6.8 µM | 370,000 tested, 1.8% active | AID 687014;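 active = activation above a cutoff set at the mean of all screened compounds plus 3 SD, cut at about 10% in these data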;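 note: 0% = DMSO wells and 100% = sodium butyrate wells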
PLCb3 inh: inhibitors of human phospholipase C beta3; Q01970; 370,000 tested, 0.18% active; inhibition, % at 12.2 µM; Purified PLC-beta3, fluorogenic substrate, fluorescence; in the data active = inhibition above about 11%;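 note: 0% = median of compound wells on plate and 100% = full blocker control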
ADAM10 inh: ADAM10 inhibition, QFRET primary screen; AID 720582; inhibition, % at 7 µM; 370,000 tested, 0.62% active; recombinant ADAM10, EDANS/DABCYL FRET peptide cleavage, 3 h;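 active = inhibition above a per-campaign cutoff equal to the mean of compounds falling between control-based bounds plus 3 SD, cut at about 20% in these data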;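 note: 0% = DMSO wells while the 100% control is not disclosed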
ADAM17 inh: inhibits human ADAM17; P78536; recombinant ADAM17, EDANS/DABCYL FRET peptide cleavage; inhibition, % at 6.95 µM; 370,000 tested, 0.83% active;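 active = inhibition above the mean of compounds lying between control limits plus 3 SD, set per campaign, cut at about 8.5% in these data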;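 note: 0% = DMSO-only wells as the low control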
DAX1 inh-2: blocks DAX1 repression of SF-1 activated StAR promoter; HEK293T StAR-luciferase reporter, SF-1/DAX-1 repression relief; inhibition, % at 6.8 µM; 370,000 tested, 1.1% active; AID 652010;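 active = inhibition above the mean over all tested compounds plus 3 SD, cut at about 3.6% in these data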;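 note: 0% = DAX-1 cells with DMSO and 100% = cells lacking DAX-1 with DMSO; higher inhibition means more luminescence from relief of DAX-1 repression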
* marks the source's active call; other numbers are inactive results; x = no result given; & = joins results of further samples.

item	canonical_smiles	sPLA2-III inh	GAA850 FXN act	ssDAF-12 act	PLCg1 inh	DAX1 inh-1	hcDAF-12 act	hgDAF12 agonist	PLCb3 inh	ADAM10 inh	ADAM17 inh	DAX1 inh-2
1	COc1ccc(NN=Nc2nc3c([nH]2)c(=O)n(C)c(=O)n3C)cc1	3	0.4	0.6	-7	-1.4	1.9	-0.1	-14	-12	-6	-0.1
2	O=S(=O)(c1cccc(S(=O)(=O)N2CCOCC2)c1)N1CCCCC1	2	-0.8	-0.9	4	0.1	1.4	-0.1	0	-1	-1	0.4
3	COc1ccc(CCNS(=O)(=O)c2cn(C)nc2C)cc1	4	0.5	-1.1	1	0.6	-2.2	-0.4	-4	-4	0	-0.1
4	CCOc1ccccc1N(CC(=O)Nc1cc(OC)ccc1OC)S(C)(=O)=O	-1	2.1	-0.8	1	-1.3	-2.4	-1.7	-1	7	0	0.4
5	CCCN=Cc1sc2ccc(OCC)cc2c1O	-4	7.0	-0.8	-64	0.7	-0.9	-1.6	-93	-70	-21	0.1
6	CCCOc1ccc(NCC(=O)Nc2ccc(C)cc2C)cc1	-2	-3.5	-1.6	-6	0.4	-1.9	-1.1	-6	-4	0	-0.3
7	Cc1ccccc1C(=O)c1cccn1CC(=O)N1CCCCC1	2	0.4	-1.2	0	-0.1	-0.8	-1.4	-3	-9	-2	-0.4
8	C=Cc1ccc(Cn2c(C)c(C(=O)NCc3ccc4c(c3)OCCO4)sc2=O)cc1	-5	0.3	-0.9	-2	x	-1.4	0.1	-1	9	4	-1.2
9	Cc1ccc(N/N=C/c2ccc3c(c2)OCCO3)cc1Cl	-1	1.9	-0.1	-5	0.4	7.8*	9.9	-10	-3	-3	0.7
10	CCC(C)[C@@H](C(=O)N1CCNCC1)n1cc(CCCN=C(N)N)nn1 (some centres not stated)	9	0.7	-0.8	2	1.4	0.1	1.9	-1	-5	-5	-0.3
11	CN(CC(=O)N1CCN(c2ccccn2)CC1)S(=O)(=O)c1ccc(Cl)cc1	-1	0.8	-0.5	3	-1.4	-2.1	4.5	-6	-9	6	-0.1
12	COc1ccc(NC(=O)c2cccc(OS(=O)(=O)N(C)C)c2)cc1	-5	4.4	-1.2	0	-0.2	2.3	17*	7	-3	-2	1.7
13	Cc1c(C)c2c(OCC(=O)NCc3ccco3)cc3c(c2oc1=O)CCC(C)(C)O3	6	-2.4	-1.3	-55	2.2	-0.7	-1.4	-76	-272	-64	0.6
14	c1ccc2[nH]c(C3CC3)nc2c1	0	1.5	-0.9	-2	2.0	-1.0	1.4	3	5	-2	-0.4
15	O=c1[nH]c2ccc(Cl)cc2c(-c2ccccc2)c1N1CCN(c2ccccn2)CC1	0	0.9	-0.9	-11	-1.7	-0.8	-0.8	-8	13	2	1.4

Next section:
item	canonical_smiles	sPLA2-III inh	GAA850 FXN act	ssDAF-12 act	PLCg1 inh	DAX1 inh-1	hcDAF-12 act	hgDAF12 agonist	PLCb3 inh	ADAM10 inh	ADAM17 inh	DAX1 inh-2
16	Cc1[nH]nc(C(=O)NN=Cc2ccccc2Cl)c1N=NN(C)C	-10	2.5	0.2	-1	1.1	3.0	2.6	1	-2	0	2.1
17	CCOc1cc(C)nc(N2CCC(C(=O)NCC3CCCO3)CC2)n1 (configuration not stated)	5	-1.0	-0.3	-2	0.4	-1.4	1.2	-8	-13	-3	-0.5
18	Cc1cc(OC(=O)c2c(Cl)cc(Cl)cc2Cl)nc(C)n1	10	-0.5	-1.4	-1	0.9	-0.4	0.0	0	-9	-4	-0.5
19	COc1cccc(NC(=O)CCC2CCN(C(=O)c3ccc(C(C)=O)s3)CC2)c1	-2	1.1	-0.9	0	0.1	-2.0	-0.6	-7	-8	1	0.3
20	Cc1cccc(OCC(=O)OCC(=O)Nc2sccc2C(N)=O)c1	9	0.6	-1.1	-1	-0.1	-1.4	-1.0	-11	-20	-2	0.2
21	CCOc1ccc(N=NC2C(=O)N(C(N)=S)N=C2C)cc1 (configuration not stated)	9	1.9	0.9*	1	3.9	6.6*	8.4	-8	5	-2	3.1
22	CCOC(=O)c1ccc(NC(=O)Cc2coc3cc4c(cc23)CCC4)cc1	-1	2.0	-1.1	-4	-1.9	0.8	-0.2	-3	-5	-4	1.1
23	CSCCC(C(=O)NC1CCCC1)n1c(C2CC2)nc2ccccc21 (configuration not stated)	11	x	-0.5	-4	x	0.1	2.0	-4	-14	-7	1.0
24	Cc1ccccc1OCCNc1cc(N2CCCCC2)ccc1[N+](=O)[O-]	-17	-0.2	-1.5	2	-1.1	-1.6	-1.7	6	13	1	-1.1
25	COc1ccc(C)cc1S(=O)(=O)NCCc1ccccc1	-18	1.2	-0.7	0	0.5	-1.1	-0.4	1	-1	-3	-0.9
26	NC1=NC(=O)CC(C(=O)NCc2ccccc2)S1 (configuration not stated)	2	-1.9	-1.1	1	0.8	-0.8	0.2	1	4	-1	0.5
27	CCN1CCN(Cc2ccc(NC(=O)c3ccc(C)c(NC(=O)C4=NN(c5ccccc5)C(=O)C4)c3)cc2C(F)(F)F)CC1	2&-2	-0.2&1.6	-1.3&-1.3	4&-1	2.6&-0.5	-0.3&0.7	-0.6&2.1	0&1	-2&1	0&0	0.6&-0.2
28	Cc1cc2c(cc1C)C(=O)CCC2	1	-0.5	-0.5	4	3.0	-2.1	0.0	0	-10	-4	0.1
29	COc1cccc(-c2ccc(NC(=O)C3CCCN(Cc4cccc(C)n4)C3)cc2)c1 (configuration not stated)	-26	-2.8	-1.4	-2	-1.3	-1.7	1.3	-1	10	0	-1.3
30	c1ccc(Nc2nc(CSc3ncn[nH]3)cs2)cc1	-28	1.2	-1.5	-3	0.9	0.4	8.9	0	-1	-2	0.1

(listing goes on)
item	canonical_smiles	sPLA2-III inh	GAA850 FXN act	ssDAF-12 act	PLCg1 inh	DAX1 inh-1	hcDAF-12 act	hgDAF12 agonist	PLCb3 inh	ADAM10 inh	ADAM17 inh	DAX1 inh-2
31	COC(=O)c1c(-c2ccc(OC)cc2)c2c(c3c4cc(OC)ccc4n(S(=O)(=O)c4ccc(F)cc4)c13)C(=O)N(C)C2	5	x	-1.0	-109	x	-2.1	-2.4	-146	-16	-5	-2.0
32	CC(C)NC(=O)c1cc(C2CCCCN2S(=O)(=O)c2ccc(C#N)cc2)on1 (configuration not stated)	-1	0.5	-0.8	1	x	1.0	1.2	-2	-8	-6	-0.1
33	CCN1CCN(c2ccc(NC(=O)c3ccco3)cc2)CC1	11	3.5	-0.9	6	1.3	3.9	14*	-11	-6	-7	8.0*
34	CCN1CCCC1CNC(=O)C1c2cc(OC)c(OC)cc2C(=O)N(C)C1c1cccnc1 (configuration not stated)	4	0.9	-0.9	-3	0.0	-0.6	1.6	-3	-1	1	0.8
35	O=C(NN=Cc1cccc(OCc2ccccc2)c1)c1cc(-c2ccc(Cl)cc2)n[nH]1	-11	x	-1.5	1	x	-1.3	3.2	4	-30	-9	0.1
36	CC(C)Oc1cccc(C(=O)C2CCCN(S(C)(=O)=O)C2)c1 (configuration not stated)	6	-0.9	-2.2	-3	-0.5	0.7	-0.9	-8	0	-7	0.8
37	CC(/C=C/c1ccc(O)cc1)=NNc1ccccc1	-9	3.9	-0.5	-4	0.8	0.5	7.5	-4	-7	-1	1.9
38	CCCN(CC1CC1)C(=O)CNc1nnnn1-c1ccccc1	1	x	-1.4	1	x	-1.8	3.9	4	1	1	0.5
39	CCOc1ccc(N2CC(C(=O)N3CCCCCC3)CC2=O)cc1 (configuration not stated)	3	1.6	-1.1	-1	-0.3	-1.2	-0.9	-7	6	1	-0.5
40	COc1ccc(C(=O)c2[nH]c(N)c(C(N)=O)c2-c2ccc(OC)c(OC)c2)cc1	1	x	-0.7	-52	x	-1.4	0.9	-78	-25	-6	0.2
41	COC(=O)c1cc(Cl)cc(Cl)c1OS(=O)(=O)N(C)C	-4	5.0	-1.4	0	0.3	-0.5	4.4	2	-2	-1	0.0
42	Cn1c(SCC(=O)NC2CCCCCC2)nnc1-c1ccco1	5	-0.3	-1.1	0	0.2	-0.7	0.8	-2	9	0	-0.7
43	CCOc1ccccc1NC(=O)COc1coc(CN2CCc3ccccc3C2)cc1=O	-14	-0.1	-1.3	2	0.6	-1.5	-4.9	-6	1	-1	-5.3
44	COc1cccc(-c2csc(Nc3ccc(Oc4ccccc4)cc3)n2)c1	3	x	-1.3	1	x	2.1	4.4	-15	-1	8	-0.1
45	COc1ccc(C2CC(c3ccccc3)=NN2C(=O)COC(=O)c2cnc(Cl)c(Cl)c2)cc1 (configuration not stated)	0	0.6	-1.5	-2	-0.3	0.1	-0.7	0	-6	3	0.1

Continuation:
item	canonical_smiles	sPLA2-III inh	GAA850 FXN act	ssDAF-12 act	PLCg1 inh	DAX1 inh-1	hcDAF-12 act	hgDAF12 agonist	PLCb3 inh	ADAM10 inh	ADAM17 inh	DAX1 inh-2
46	O=C(N/N=C/c1ccc(Br)s1)c1ccco1	-6	4.2	-0.8	2	1.2	1.2	8.1	2	-2	-2	0.5
47	O=C(Cn1cc(COc2c(F)c(F)c(Br)c(F)c2F)nn1)c1ccc(O)cc1	-47	-2.5	-0.4	-5	-0.6	-1.6	-0.5	-4	-2	1	-1.4
48	COc1ccc(-c2nc(CN3CCC(C(=O)N4CCc5ccccc54)CC3)c(C)o2)cc1OC	-8	0.7	-1.3	1	0.0	-1.1	-2.7	-1	-12	-3	-0.3
49	CN1C(=O)C(O)(CC(=O)c2ccncc2)c2ccccc21 (configuration not stated)	0	0.2	-1.0	-5	1.7	1.9	1.0	1	0	-1	-0.1
50	CCSc1nc(-c2ccccc2)cc(=O)[nH]1	-1	3.3	-1.4	0	1.0	-1.1	0.7	1	15	6	0.4
51	Cc1cc(NC(=O)CSc2nc(=O)n(CCCN(C)C)c3c2CCCC3)no1	1	-0.4	0.6	3	-0.6	0.6	-0.4	1	-12	1	-0.5
52	CCCCn1c(-c2ccc(C(C)(C)C)cc2)nc2cc3[nH]c(=O)c(C(C)C)nc3cc21	-3	0.7	-1.4	-99	0.8	1.3	-0.4	-135	-124	-47	-0.6
53	Cc1ccc(-n2ncc3c(SCC(=O)Nc4cc(C)on4)ncnc32)c(C)c1	6	-0.2	-0.8	0	0.8	1.3	-1.0	-2	13	0	-0.4
54	Cc1ccc(NS(=O)(=O)c2cccc(C(=O)n3ncc(C#N)c3N)c2)c(C)c1	-20	-1.2	-1.1	3	-0.4	-1.2	2.0	1	7	2	-0.3
55	COc1ccc(/C=C/c2c(-c3ccc(OC)cc3)oc3cccnc23)cc1	2	-1.9	-0.9	-110	0.4	-2.0	-0.2	-145	-93	-25	-0.1
56	O=C(c1ccc([N+](=O)[O-])cc1)N1CCN(C2=NS(=O)(=O)c3ccccc32)CC1	10	-1.1	-0.4	9	-0.4	-0.2	1.3	0	-8	-2	-0.2
57	O=C(CCCCCNC(=O)c1ccccc1)N/N=C/c1ccccc1	1	0.7	-1.5	1	0.5	0.1	-1.8	0	0	0	-0.6
58	CC(=O)N1CCC(c2nc3ccccc3n2C(C)C(=O)NCc2ccccc2)CC1 (configuration not stated)	2	x	-1.1	3	x	1.6	2.7	1	0	-2	-1.2
59	NC(=O)C1CCN(C(=O)OCc2ccccc2)CC1	0	-0.2	-0.4	0	0.2	-1.8	1.6	-1	0	-3	0.2
